BCR signal inh – inhibitors of chronic active B-cell receptor signaling. 0.05% of 340,000 active. Potency, µM (highest dose often 46.1 µM), without a hit: top-dose ratio change, negative = lower green/red ratio, most hits filed as inhibitors. ABC-DLBCL IkBa-CBG/CBR reporter, luminescence ratio, 4 h; active = well fitted inhibition curve with a large enough effect in the signal ratio, with a control signal flat, not every such curve was filed as active; inconclusive = small, poorly fitted or top-dose-only effect, or effect the other way, or a change in a side signal; the % refers to the signal ratio;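 also: plate controls were basal doxycycline-induced cells for no effect and cells given 10 µM MG132 for full effect; MG132 reads +100%, hits lower the ratio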
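Concentration-response series (up to 46 uM) were applied to TMD8 dual-reporter cells for 4 h at 37C with doxycycline. Green/red ratio, after filter-overlap correction, defined %Activity; red signal alone was normalised to basal cells and zero luminescence.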
The depositor's hits bear a star; ? = inconclusive. Potency is read from the fitted curve at half-maximal effect.

Start of the data: the first 20 compounds as a preview:
SMILES	BCR signal inh
CC(C)(C)c1ccc(C(=O)NCC(c2cccs2)S(=O)(=O)c2ccccc2)cc1 (centres undefined)	-12%
Cc1ccc(NC(=O)Cn2cc(C(=O)c3ccco3)c3ccccc32)c(C)c1	?
O=c1cc2nc(-c3ccccc3)nc(SCCOc3ccc(Cl)cc3)n2[nH]1	-1%
COc1ccc(CCNc2nc(SCc3ccc(F)cc3)nc3ccccc23)cc1OC	?
O=C(Nc1ccc(Br)cc1)c1ccc(Cl)c(S(=O)(=O)N2CCCCCC2)c1	13%
O=C(c1ccc2c(c1)CCCC2)N1CCN(c2nc3ccc(F)cc3s2)CC1	16%
CCCCCCOc1ccc(C2C(=O)N(C3CCCCC3)CC(=O)N2CCC)cc1 (centres undefined)	20%
COc1cccc(N2CCN(c3ncnc4c3c(-c3ccccc3)cn4-c3ccc(F)cc3)CC2)c1	-7%
O=C1CC(c2ccccc2)c2c(n3ncnc3[nH]c2=O)N1 (centres undefined)	-11%
O=c1c2ccccc2nc(/C=C/c2cccc3ccccc23)n1-c1ccc(F)cc1F	6%
CCOc1ccc(CNC(=O)c2cc(=O)[nH]c3ccc(S(=O)(=O)N4CCCCC4)cc23)cc1	-2%
CCOC(=O)c1c(N)n(-c2ccc(C)c(Cl)c2)c2nc3ccccc3nc12	9%
Cc1cccc(C)c1Nc1sc(C(=O)c2ccccc2)c(N)c1C(=O)Nc1ccc(F)cc1	?
CCOc1ccc(Sc2cc(C(=O)NCc3ccc(C)cc3)c3ccccc3n2)cc1	4%
CCCCOc1ccccc1C1CC(=O)Nc2cc(C)c(C)cc21 (centres undefined)	?
Cc1ccc(N2CCN(S(=O)(=O)c3cc(C(=O)Nc4cc(Cl)cc(Cl)c4)ccc3F)CC2C)cc1 (centres undefined)	16%
COc1ccc(C2=NN(CC(=O)NCCCN(C)c3ccccc3)C(=O)CC2)cc1	-29%
CCN(CC)C(=O)c1sc2c(c1C)c(=O)n(-c1ccccc1)c(=O)n2CC(=O)N(CC)c1cccc(C)c1	-3%
Cc1ccc(N2CC(NC(=O)CCc3ccccc3)CC2=O)cc1C (centres undefined)	-8%
CCc1ccc(NC(=O)C2(c3cccs3)CCOCC2)cc1	22%

Results, previewed entries included:
SMILES	BCR signal inh
CC(C)(C)c1ccc(C(=O)NCC(c2cccs2)S(=O)(=O)c2ccccc2)cc1 (centres undefined)	-12%
Cc1ccc(NC(=O)Cn2cc(C(=O)c3ccco3)c3ccccc32)c(C)c1	?
O=c1cc2nc(-c3ccccc3)nc(SCCOc3ccc(Cl)cc3)n2[nH]1	-1%
COc1ccc(CCNc2nc(SCc3ccc(F)cc3)nc3ccccc23)cc1OC	?
O=C(Nc1ccc(Br)cc1)c1ccc(Cl)c(S(=O)(=O)N2CCCCCC2)c1	13%
O=C(c1ccc2c(c1)CCCC2)N1CCN(c2nc3ccc(F)cc3s2)CC1	16%
CCCCCCOc1ccc(C2C(=O)N(C3CCCCC3)CC(=O)N2CCC)cc1 (centres undefined)	20%
COc1cccc(N2CCN(c3ncnc4c3c(-c3ccccc3)cn4-c3ccc(F)cc3)CC2)c1	-7%
O=C1CC(c2ccccc2)c2c(n3ncnc3[nH]c2=O)N1 (centres undefined)	-11%
O=c1c2ccccc2nc(/C=C/c2cccc3ccccc23)n1-c1ccc(F)cc1F	6%
CCOc1ccc(CNC(=O)c2cc(=O)[nH]c3ccc(S(=O)(=O)N4CCCCC4)cc23)cc1	-2%
CCOC(=O)c1c(N)n(-c2ccc(C)c(Cl)c2)c2nc3ccccc3nc12	9%
Cc1cccc(C)c1Nc1sc(C(=O)c2ccccc2)c(N)c1C(=O)Nc1ccc(F)cc1	?
CCOc1ccc(Sc2cc(C(=O)NCc3ccc(C)cc3)c3ccccc3n2)cc1	4%
CCCCOc1ccccc1C1CC(=O)Nc2cc(C)c(C)cc21 (centres undefined)	?
Cc1ccc(N2CCN(S(=O)(=O)c3cc(C(=O)Nc4cc(Cl)cc(Cl)c4)ccc3F)CC2C)cc1 (centres undefined)	16%
COc1ccc(C2=NN(CC(=O)NCCCN(C)c3ccccc3)C(=O)CC2)cc1	-29%
CCN(CC)C(=O)c1sc2c(c1C)c(=O)n(-c1ccccc1)c(=O)n2CC(=O)N(CC)c1cccc(C)c1	-3%
Cc1ccc(N2CC(NC(=O)CCc3ccccc3)CC2=O)cc1C (centres undefined)	-8%
CCc1ccc(NC(=O)C2(c3cccs3)CCOCC2)cc1	22%
Clc1cccc(-n2cc(-c3ccccc3)c3c(N4CCCCC4)ncnc32)c1	?
COc1ccc(CNC(=O)c2cnn3c(C)c(Cc4c(F)cccc4Cl)c(C)nc23)cc1	-12%
CCCCC(Sc1nc2cc3c(cc2c(=O)n1CCCC(=O)NCc1ccc2c(c1)OCO2)OCO3)C(=O)OCC (centres undefined)	-3%
CCOC(=O)C1CCN(c2ncnc3c2nnn3C)CC1	-20%
COc1ccc(CNC(=O)C(=O)NCC(c2cccs2)S(=O)(=O)c2ccc(F)cc2)cc1 (centres undefined)	11%
CCc1cccc(C)c1NS(=O)(=O)c1ccc2c(c1)NC(=O)C(C)C(=O)N2 (centres undefined)	-3%
CCOC(=O)c1c(S(=O)(=O)N2CCC(C(=O)Nc3ccc(C)cc3C)CC2)c(C)n(C)c1C	0%
COc1ccc(OC)c2sc(N(Cc3cccnc3)C(C)=O)nc12	-2%
Cc1ccc(C)c(N2CCN(S(=O)(=O)c3cc(C(=O)Nc4ccc(Oc5ccccc5)cc4)ccc3F)CC2)c1	?
CCN(c1ccccc1)c1ncnc2c1cnn2-c1ccc(C)cc1C	9%
O=[N+]([O-])c1ccc(S(=O)(=O)N2CCn3cccc3C2c2ccc(Br)cc2)cc1 (centres undefined)	15%
COc1ccc(N2CCN(C(=O)c3cccn4c(=O)c5ccc(Cl)cc5nc34)CC2)cc1	-20%
Cc1cccc(C(c2sc3nc(-c4ccco4)nn3c2O)N2CCOCC2)c1 (centres undefined)	0%
CCOCCCN1C(=O)CN(C2CCCCCC2)C(=O)C1c1ccc(OCC)c(OC)c1 (centres undefined)	-4%
OCCN(CCO)c1ncnc2c1cnn2-c1ccc(F)cc1	1%
CCN(CC)CCCNc1ncnc2c1cnn2-c1ccc(C)c(C)c1	?
O=C(NCc1ccc2c(c1)CCN2C(=O)c1ccc(F)cc1)c1c(F)cccc1F	?
CCOc1ccc(C2C(=O)N(C3CCCCCC3)CC(=O)N2CCC2=CCCCC2)cc1OC (centres undefined)	8%
COc1ccc(-n2cc(-c3ccccc3)c3c(N4CCCC(C)C4)ncnc32)cc1 (centres undefined)	4%
Cc1ccc(Nc2nc(-c3ccccc3)nc3ccccc23)cc1	?
COc1ccccc1NC(=O)N(Cc1ccco1)C1CCN(C(C)=O)CC1	-3%
O=C(NC1CC(=O)N(c2cccc(F)c2)C1)c1ccc(Br)o1 (centres undefined)	-5%
COc1ccc(CCNC(=O)c2ccc3c(c2)N(Cc2ccccc2C)C(=O)c2ccccc2S3)cc1OC	0%
CCc1cccc(C)c1NC(=O)c1cc(S(=O)(=O)N(C)Cc2ccccc2)ccc1F	4%
O=C(CCSCc1cccc(Cl)c1)NCc1ccccc1Cl	-7%
COc1ccccc1CNC(=O)c1ccc2c(c1)N(Cc1cccc(Cl)c1)C(=O)c1ccccc1S2(=O)=O	7%
Cn1c(=O)c2c(n3c4ccccc4nc13)NC(=O)CC2c1ccccc1F (centres undefined)	8%
CCN(CC)S(=O)(=O)c1cccc(C(=O)Nc2ccccc2C(=O)Nc2ccc(OC)cc2)c1	14%
CC1=C(C(=O)Nc2ccccc2)C(c2ccc(C(=O)O)cc2)n2nc(SCC(=O)c3ccc(C)cc3)nc2N1 (centres undefined)	?
COc1ccc(NC(=O)Cn2c(=O)oc3cc(S(=O)(=O)N4CCCCCC4)ccc32)cc1OC	-8%
CCOc1cccc2sc(N(Cc3cccnc3)C(C)=O)nc12	5%
COc1ccc(OC)c(/C=C(\C#N)c2nc(-c3ccc(F)cc3)cs2)c1	-13%
COc1ccccc1NC(=O)c1cc(S(=O)(=O)N2CCN(c3ccccc3Cl)CC2)ccc1F	0%
COc1ccc(-n2c(SCC(=O)NCc3ccc(C)cc3)nc3n[nH]c(C)c3c2=N)cc1	0%
Cc1ccccc1C1=CCN(c2ncc(NC(=O)c3ccc(Cl)cc3)cc2C(=O)O)CC1	16%
CCCCOC(=O)c1ccc(NC(=O)C2(c3cccs3)CCOCC2)cc1	24%
COc1ccc(CCNC(=O)c2ccc3c(c2)N(Cc2ccccc2Cl)C(=O)c2ccccc2S3)cc1OC	?
CCOc1ccc(NC(=O)c2c(NCc3sccc3C)sc3c2CCCCC3)cc1	?
CCOC(=O)C1CCCN(S(=O)(=O)c2cc3c4c(c2)CC(=O)N4CCC3)C1 (centres undefined)	5%
Fc1ccc(Cn2c(-c3cccc(Br)c3)nc3ccccc32)cc1	?

(more compounds)
SMILES	BCR signal inh
CCOC(=O)c1c(NC(=O)c2ccc(S(=O)(=O)N3CCC(C)CC3)cc2)sc2c1CCN(C(C)C)C2	1%
Cc1cc(=O)n(CC(=O)Nc2cccc([N+](=O)[O-])c2)c(-n2nc(C)cc2C)n1	0%
Cc1ccc(N2CC(NC(=O)Cc3cccs3)CC2=O)cc1C (centres undefined)	-12%
O=C(NCc1ccc(F)cc1)C(=O)NCC(c1ccco1)S(=O)(=O)c1cccs1 (centres undefined)	2%
CCOc1ccc(N2CC(NC(=O)CCc3ccccc3)CC2=O)cc1 (centres undefined)	0%
CCOC(=O)c1cc(-c2ccccc2)n(-c2cccc(C(=O)Nc3ccc(F)c(F)c3)c2)c1C	?
COc1cc(OC)cc(C(=O)N2CCC(c3ccncc3)CC2)c1	-21%
COc1ccc(NC(=O)c2cc3c(=O)n(Cc4cccnc4)ccc3nc2C)cc1OC	-12%
Cc1ccc(S(=O)(=O)C(CNS(=O)(=O)c2ccc(F)c(C(F)(F)F)c2)c2ccco2)cc1 (centres undefined)	?
Cc1ccc(-n2c(=O)c3c(C)c(C(=O)N(C)C)sc3n(CC(=O)C(C)(C)C)c2=O)cc1C	8%
CCOC(=O)c1ccc(N2CCN(c3ccccc3OC)CC2)c(NC(=O)Nc2ccc(CC)cc2)c1	-2%
O=C(NC1CC(=O)N(c2ccc(F)cc2)C1)C(c1ccccc1)c1ccccc1 (centres undefined)	12%
CC(=O)C1=C(c2ccc(Cl)c(Cl)c2)N(C(C)=O)n2c(nnc2-c2ccccc2)S1	-1%
Cc1nc(Oc2ccccc2C)c2oc3ccccc3c2n1	-13%
CC(C)c1ccc(S(=O)(=O)N2CCN(CC(=O)Nc3ccccc3C(F)(F)F)CC2)cc1	-13%
COc1ccccc1CNC(=O)C(=O)NCC(c1cccs1)S(=O)(=O)c1ccccc1 (centres undefined)	-8%
CCc1ccc(NC(=O)c2ccc(F)c(S(=O)(=O)N3CCN(c4ccc(OC)cc4)CC3)c2)cc1	0%
CCOC(=O)C1CCC(CN(Cc2cccc(Br)c2)S(=O)(=O)c2ccc(C)cc2)CC1 (centres undefined)	10%
CCOC(=O)c1cc(OC(=O)c2cccc(Cl)c2)n(-c2ccccc2)n1	14%
COC(=O)c1ccccc1NC(=O)C1(c2cccs2)CCOCC1	4%
COc1cccc(C(=O)NCc2ccc3c(c2)CCN3C(=O)c2ccncc2)c1	?
COc1ccc(CCC(=O)NC2CC(=O)N(c3ccc(OC)cc3)C2)cc1 (centres undefined)	-6%
COc1cccc(NC(=O)c2cnc(SCC(=O)N3CCOCC3)n(C)c2=O)c1	?
COc1cccc(C2CC(=O)Nc3c2c(=O)nc2c(C)cccn32)c1OC (centres undefined)	?
CCOc1ccc(CC(=O)NCc2ccc3c(c2)CCN3C(C)=O)cc1OCC	4%
Oc1c(C(c2ccc(Cl)cc2Cl)N2CCN(Cc3ccccc3)CC2)sc2nc(-c3ccco3)nn12 (centres undefined)	4%
COc1ccccc1CNC(=O)CCC1N=C2c3ccccc3N=C(SCC(=O)NCCc3ccc(OC)c(OC)c3)N2C1=O (centres undefined)	17%
COc1ccc(N2CCN(C(=O)Cc3c(C(=O)O)c(C)cn3C)CC2)cc1	6%
CC1CCCCN1C(=O)c1ccc2c(c1)N(Cc1cccc(Cl)c1)C(=O)c1ccccc1S2=O (centres undefined)	5%
Cc1ccc(C(=O)NCC(c2cccs2)S(=O)(=O)c2cccs2)cc1C (centres undefined)	?
CCCc1cnc2c(c1SCC(=O)Nc1ccc([N+](=O)[O-])cc1)c(=O)n(C)c(=O)n2C	0%
CCOc1ccc(C2C(=O)N(C3CCCCC3)CC(=O)N2Cc2ccc(F)cc2)cc1OC (centres undefined)	-11%
CCc1ccc(Sc2cc(C(=O)NCCCN3CCC(C)CC3)c3ccccc3n2)cc1	-8%
COc1ccc(S(=O)(=O)NCC(c2ccco2)S(=O)(=O)c2ccc(C)cc2)cc1F (centres undefined)	?
Cc1ccc(-n2ncc3c(N4CCC(Cc5ccccc5)CC4)ncnc32)cc1C	0%
Cc1ccc(C(=O)Nc2ccc(-n3c(C)nc4ccccc4c3=O)cc2)cc1[N+](=O)[O-]	?
COc1ccc(-c2nc(-c3cc4cc(Br)ccc4oc3=O)cs2)cc1	-15%
Cc1ccc(-n2cnc3cc(C(=O)NC4CCCCCC4)ccc32)c(C)c1	?
Cc1ccc(N2CCN(C(=O)c3cccn4c(=O)c5ccc(Cl)cc5nc34)CC2C)cc1 (centres undefined)	17%
O=C(CC1N=C2c3ccccc3N=C(SCc3ccc(Cl)cc3)N2C1=O)NC1CCCCC1 (centres undefined)	17%
Cc1ccc(NC(=O)C2CCCN(S(=O)(=O)c3cccs3)C2)c(C)c1 (centres undefined)	9%
O=c1oc2cc(O)ccc2cc1-c1nc(-c2ccc(Cl)c(Cl)c2)cs1	-9%
CC(C)c1ccc(NC(=O)CN2C(=O)c3cccc4cccc2c34)cc1	13%
CCN(c1ncnc2c1c(-c1ccccc1)cn2-c1ccccc1)C1CCCCC1	-8%

From PubChem BioAssay

An excerpt, so the mix of outcomes need not match the whole.
